# Bioassay records deposited in PubChem BioAssay by several laboratories.
# IEC-6 tox: cytotoxicity in IEC-6 intestinal epithelial cells, primary screen, cytotoxicity control for KLF5 inhibitor project, cell-based, luminescence; AID 1825, 2009; IEC-6 cytotoxicity, luminescence viability; inhibition, % at 5 µM; hit rate 0.78% among 290,000; in the data active = inhibition above about 22%;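 also: 0% = plate median of test compound wells and 100% = cytotoxic reference compound wells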
# aSyn UTR inh: MLPCN primary screen, SNCA 5' untranslated region. alpha-synuclein 5'UTR reporter, inhibitor activity. inhibition, % (tested at 7.5 µM). hit rate 0.82% among 300,000; in the data active = inhibition above about 60%; inconclusive = no clear call, values can overlap the other calls;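 also: H4 neuroglioblastoma cells stably carrying SNCA 5'UTR luciferase fusion; 0% = DMSO wells and 100% = positive control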
# GSK3A inh: blockers of GSK3A enzyme activity – biochemical, luminescence, cell-free homogeneous, HTS, primary screen; Glycogen synthase kinase-3 alpha (Homo sapiens), P49840; GSK-3 alpha kinase, ADP-Glo luminescence, 60 min; inhibition, % at 10 µM; hit rate 0.1% among 320,000; AID 2650, 2010;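 in the data active = inhibition above about 50%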;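 also: GST-tagged GSK-3 alpha with peptide substrate and 25 µM ATP; 0% = DMSO neutral wells and 100% = GW8510 positive control wells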
# Target sequence (P49840 whole entry, looked up): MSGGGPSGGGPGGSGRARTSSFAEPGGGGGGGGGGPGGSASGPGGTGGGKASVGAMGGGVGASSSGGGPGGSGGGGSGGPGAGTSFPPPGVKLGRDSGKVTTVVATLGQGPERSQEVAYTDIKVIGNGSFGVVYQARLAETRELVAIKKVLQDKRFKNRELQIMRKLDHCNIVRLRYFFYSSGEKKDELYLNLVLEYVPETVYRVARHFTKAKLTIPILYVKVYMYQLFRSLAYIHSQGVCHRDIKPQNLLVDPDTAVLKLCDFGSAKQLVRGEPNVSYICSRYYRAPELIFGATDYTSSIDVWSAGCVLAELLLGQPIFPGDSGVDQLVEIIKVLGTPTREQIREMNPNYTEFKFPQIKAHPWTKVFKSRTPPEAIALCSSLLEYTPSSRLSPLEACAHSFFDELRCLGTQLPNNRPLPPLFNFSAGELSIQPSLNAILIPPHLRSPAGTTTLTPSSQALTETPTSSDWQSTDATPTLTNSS
# HSP90 inh: HSP90 inhibitors, primary screen, cell lysate, luminescence; Heat shock protein HSP 90 (rabbit reticulocyte lysate; luciferase refolding); Rabbit reticulocyte lysate, luciferase refolding luminescence, 3 h; inhibition, % at 5.6 µM; hit rate 0.91% among 290,000; AID 1789, 2009;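 active = inhibition above the screen-wide mean plus 3 SD, computed separately per campaign, cut at about 16% in these data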;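 also: 0% = DMSO wells and 100% = 60 µM geldanamycin wells; inhibitors lower the luminescence because luciferase stays unfolded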
# HSF1 inh: HSF1 inhibitors in luciferase reporter cells, primary screen, cell-based, NIH3T3, luminescence | NIH3T3-HGL HSE-luciferase, MG132-induced, luminescence 8 h; active compounds read low | activity change, negative = inhibition, % at 7.5 µM (by protocol) | hit rate 0.77% among 300,000 | AID 2098, 2009;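 active = more than half of replicate wells show activity change below -50%, luminescence cut by over half; inconclusive = some wells, but at most half, below -50%; inactive = no replicate well below -50%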;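 also: luciferase reports HSF-1 transcriptional activity via heat shock element; 0% = median of DMSO wells and -100% = zero luminescence signal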
# GSK3B inh: human GSK3beta kinase inhibitors, primary screen, biochemical, cell-free homogeneous, HTS | Glycogen synthase kinase-3 beta (Homo sapiens), P49841 | GST-GSK3beta kinase, ADP-Glo luminescence, 60 min; active compounds read low | activity score (negative = inhibition), % at 10 µM | hit rate 0.038% among 300,000 | AID 2097, 2009;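 active = more than half of replicate wells score below -50%, meaning over 50% inhibition versus plate controls; inconclusive = some replicates but at most half score below -50%; inactive = no replicate scores below -50%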;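 also: 0% = median DMSO wells and -100% = median GW8510 positive control wells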
# Target sequence (P49841 whole entry, looked up): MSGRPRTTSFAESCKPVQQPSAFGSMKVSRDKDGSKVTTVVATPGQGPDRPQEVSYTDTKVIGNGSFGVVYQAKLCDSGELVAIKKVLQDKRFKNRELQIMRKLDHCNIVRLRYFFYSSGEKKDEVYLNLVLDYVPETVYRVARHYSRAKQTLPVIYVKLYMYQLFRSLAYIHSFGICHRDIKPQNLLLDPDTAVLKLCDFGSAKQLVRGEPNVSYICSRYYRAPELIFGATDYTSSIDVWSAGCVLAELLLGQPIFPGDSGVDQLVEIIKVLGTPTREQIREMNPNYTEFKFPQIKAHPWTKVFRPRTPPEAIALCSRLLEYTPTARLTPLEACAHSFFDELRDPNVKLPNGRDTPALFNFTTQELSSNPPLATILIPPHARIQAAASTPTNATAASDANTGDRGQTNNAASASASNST
#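 Assay system: GST-fused GSK3beta enzyme, cell-free / Medium: Tris pH 7.5 buffer with MgCl2, DTT, BSA, heparin / Also added: peptide substrate plus 25 µM ATP (final) / Compound: 10 µM single point / Timing: kinase reaction with compound 60 min at room temperature / Detection: ADP-Glo luminescence / Benchmarks: DMSO neutral wells and GW8510 at 20 µM as positive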
# AI-2 QS mod: Vibrio harveyi AI-2 quorum sensing modulators, primary screen, JMH597 strain, luminescence/OD600 ratio | Vibrio harveyi JMH597 AI-2 luminescence/OD600 ratio, 9 h; active compounds read low; strain lacks LuxN and CqsS sensors; 0 = neutral-control median | activity change, % at 7.5 µM | hit rate 0.4% among 300,000; in the data active = activity change below about -75%, passing the limit was not always enough; inconclusive = no clear call, values can overlap the other calls;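 also: luminescence divided by OD600 gain over 9 h not by final OD600 alone; inactives centre near 13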
# KLF5 inh: KLF5 expression inhibitors, primary screen, DLD-1 cells, luminescence; AID 1700, 2009; inhibition, % at 5 µM; DLD-1 KLF5 promoter-luciferase reporter; hit rate 0.23% among 290,000;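 active = inhibition above a per-plate limit of that plate's mean compound inhibition plus 3 SD, cut at about 60% in these data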;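 also: 0% = DMSO wells and 100% = LY294002 at 200 µM; higher means less KLF5 promoter-driven luciferase light; inactives centre near -14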
# PolyA inhibitor: polyadenylation inhibitors in yeast reporter cells, primary screen, luminescence, S. cerevisiae. S. cerevisiae SKY197-pL101 polyadenylation reporter, beta-gal luminescence; efflux-impaired pdr1/pdr3 knockout yeast; score 100 = 6 SD above DMSO. calls only at 12 µM. hit rate 0.02% among 300,000. AID 1875, 2009;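 active = lowest replicate activity score at least 50, where 100 means six control SD above control mean; inconclusive = lowest score under 50 but half or more replicates reach 50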;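 also: yeast exposed to compound for 9 h at 30 °C; higher score means more reporter readthrough which indicates perturbed polyadenylation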
# HSF1 activator: HSF-1 activators, primary screen, NIH3T3-HGL cells, MG132 stress, luminescence, single point. NIH3T3-HGL HSF-1 luciferase reporter, 8 h; 100% = twice DMSO control signal. activation, % at 9 µM. hit rate 1.7% among 300,000. AID 504408, 2011;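 active = mean replicate activation of at least 50% with a set share of replicates each reaching 50%; inconclusive = only one of those two conditions met; inactive = mean below 50% and too few replicates reaching it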;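 also: 0% = median of the neutral control wells and 100% = twice that signal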
# Numbers without * were called inactive; i = inactive; ? = inconclusive; . = not tested or not shown.
SMILES,IEC-6 tox,aSyn UTR inh,GSK3A inh,HSP90 inh,HSF1 inh,GSK3B inh,AI-2 QS mod,KLF5 inh,PolyA inhibitor,HSF1 activator
COC(=O)c1ccc(S(=O)(=O)N2C3CCC2CC(NC(=O)NC2CCCCC2)C3)cc1 (centres undefined),3,-5,-2,-1,-2,2,-3,13,i,11
CCCCOc1ccc(NC(=O)c2cnc(C)cn2)cc1,2,-113,0,3,3,-4,6,-14,i,2
Fc1ccccc1C1CCN(Cc2nc(CC3CC3)no2)C1 (centres undefined),-1,-82,0,-5,6,-4,6,-55,i,23
CC1(C)C2CCC1(C)C(Nc1ccccc1)C2 (centres undefined),-2,2,.,0,-4,1,10,-23,i,-5
CCc1ccc(/C=C/C(=O)C2C(=O)c3ccccc3C2=O)cc1,-13,30,-2,4,14,4,60,-17,.,26
COc1ccc(CNC(=O)CN(Cc2ccccc2)C(=O)CCC(=O)Nc2nccs2)cc1,3,-4,5,3,24,-2,17,-3,i,70*
CC(C)CC(=O)Nc1ccc(C(=O)Cn2c(=O)oc3ccccc32)cc1,-13,-32,7,-4,-1,5,32,-33,i,9
C(=N\N1CCN(C2c3ccccc3-c3ccccc32)CC1)/c1cccs1,1,3,-2,4,-5,4,23,6,i,10
NS(=O)(=O)c1ccc(NC(=O)/C=C/c2ccc(S(=O)(=O)NCc3ccco3)cc2)cc1,1,-2,-19,4,-4,0,11,9,i,-7
Cc1ccc2cc3c(N)[nH]nc3nc2c1,4,-18,-4,2,-5,-2,12,16,i,-20
Cc1ccccc1NC(=S)NC(NC(=O)COc1ccccc1)C(Cl)(Cl)Cl (centres undefined),-4,6,1,4,1,3,8,19,i,21
Cc1ccc(NC(=O)c2ccncc2)cc1[N+](=O)[O-],1,-20,3,-2,2,-3,24,1,i,2
CCOc1ccc(Br)cc1S(=O)(=O)NCc1ccc(S(N)(=O)=O)cc1,0,-12,-2,2,-2,3,22,-10,i,-2
O=C1C=C(N2CCOCC2)C2(CCCCC2)O1,1,13,-1,3,-8,1,18,7,i,-5
COc1cccc(-c2n[nH]c(=S)n2Cc2ccco2)c1,-5,3,1,1,-4,-8,-5,-20,i,-6
S=c1ccc2ccccc2[nH]1,-2,-45,0,-3,3,-1,28,-3,i,20
Cc1ccc(Oc2ccccc2/C=C2\SC(=O)N(C)C2=O)cc1,-4,17,-1,-2,5,8,27,-8,i,34
O=C(Nc1cccc(Cl)c1N1CCOCC1)c1ccc([N+](=O)[O-])o1,-8,-41,3,-2,-2,-1,18,-30,i,7
O=C(CCn1c(=O)[nH]c2ccsc2c1=O)N(CCc1ccccc1)Cc1ccccc1,7,3,-2,2,0,2,4,-12,i,12
NC1=NN=C(N2N=C(c3ccco3)CC2(O)C(F)(F)F)n2ncnc2C1 (centres undefined),1,-4,-1,0,-1,-5,12,10,i,17
Cc1cc(NC(=O)NC2CCCN2S(=O)(=O)c2ccc(Cl)cc2)no1 (centres undefined),0,10,-2,-4,6,2,24,3,i,-2
COc1ccc(/C=N/NC(C)(C)C)c(OC)c1,8,24,-1,3,-8,2,2,20,i,-3
O=c1[nH]c(/C=C\c2ccc(O)c(Cl)c2)nc(O)c1[N+](=O)[O-],-4,-22,-3,8,-4,1,-1,-23,i,5
CC(C)(CNC(=O)c1sc2cc(F)ccc2c1Cl)N1CCOCC1,-8,-44,-2,-2,-1,-1,18,-12,i,5
O=C(NC(=S)Nn1cnc2c(cnn2-c2ccccc2)c1=O)c1ccc(Oc2ccccc2)cc1,-13,-28,-1,-3,-4,5,18,-7,i,-25

# Complete entries, looked up by structure.
# Cc1ccc(NC(=O)c2ccncc2)cc1[N+](=O)[O-] is listed as IEC-6 tox: 1; aSyn UTR inh: -20; GSK3A inh: 3; HSP90 inh: -2; HSF1 inh: 2; GSK3B inh: -3; AI-2 QS mod: 24; KLF5 inh: 1; PolyA inhibitor: i; HSF1 activator: 2
# CCCCOc1ccc(NC(=O)c2cnc(C)cn2)cc1 is listed as IEC-6 tox: 2; aSyn UTR inh: -113; GSK3A inh: 0; HSP90 inh: 3; HSF1 inh: 3; GSK3B inh: -4; AI-2 QS mod: 6; KLF5 inh: -14; PolyA inhibitor: i; HSF1 activator: 2

# HSF1 activator, what is marked active above
SMILES	aSyn UTR inh	GSK3A inh	HSP90 inh	HSF1 inh	GSK3B inh	AI-2 QS mod	KLF5 inh	PolyA inhibitor	HSF1 activator
COc1ccc(CNC(=O)CN(Cc2ccccc2)C(=O)CCC(=O)Nc2nccs2)cc1	-4	5	3	24	-2	17	-3	i	70*

# (continued)
SMILES,IEC-6 tox,aSyn UTR inh,GSK3A inh,HSP90 inh,HSF1 inh,GSK3B inh,AI-2 QS mod,KLF5 inh,PolyA inhibitor,HSF1 activator
Cc1cc(Nc2ccc(F)c(F)c2)nc(-c2ccccc2O)n1,0,6,0,1,8,-2,3,-25,i,1
O=C(NC(=S)N1CCc2ccccc21)c1ccccc1Br,4,-38,1,2,44,5,16,-58,i,57*
COc1ccc(N(C(C)C(=O)NCc2ccco2)S(C)(=O)=O)cc1 (centres undefined),-11,-2,-1,5,-3,4,33,-10,i,12
CCc1ccc2[nH]c(=O)c(CN(Cc3ccccc3)Cc3nnnn3Cc3ccco3)cc2c1,-7,8,-1,-2,46,-2,16,3,i,?
CCNC(=S)N1CCCCC1CO (centres undefined),1,0,1,-6,2,0,16,-14,i,-15
COc1ccc(CCn2c(SCCN3CCCCC3)nc3ccccc3c2=O)cc1OC,4,-49,2,6,-4,-1,5,-18,i,-3
Cc1ccc(OCC(=O)NNC(=O)c2cc(C)[nH]n2)cc1,-4,10,3,-2,-13,1,32,0,i,-11
COC(=O)c1sc(NC(=S)NC(=O)c2ccccc2C)nc1C,-2,-93,-2,0,2,4,42,-22,i,11
CC(=O)c1cccc(NC(=O)C2CCCN(S(=O)(=O)c3ccccc3)C2)c1 (centres undefined),2,25,0,-2,-7,2,4,13,i,-9
CCCCOP(=O)(c1ccc(N(C)C)cc1)C(O)c1ccc(N(C)C)cc1 (centres undefined),6,7,-3,2,3,-1,0,-8,i,-16
O=C1c2cccc3cccc(c23)C(=O)N1CCCN1CCN(c2ccc(F)cc2)CC1,3,-9,-2,2,-1,-1,9,-19,i,-13
COc1ccc(C(C)=O)c(OC(=O)c2ccco2)c1,0,-13,-3,1,-1,2,13,-7,i,-14
O=C(CSC1=N/C(=C/c2ccc(Cl)c(Cl)c2)C(=O)N1c1ccccc1F)NC1CC1,-5,2,-1,0,-9,1,9,-9,i,25
Cc1ccc(CNC(=O)c2ccccc2NC(=O)CN2CCN(C)CC2)cc1,2,-6,0,-4,-4,.,.,-6,i,-7
CN(C)CCCn1c(SCC(=O)Nc2sc3c(c2C#N)CCCC3)nnc1-c1ccncc1,6,17,3,6,-12,1,13,-17,.,-18
COc1ccc(C(NC(=O)c2cccc(F)c2)c2ccccc2)cc1 (centres undefined),0,38,1,-6,7,4,14,-10,i,4
O=C(NCCC1=CCCCC1)c1cc(S(=O)(=O)N2CCCCC2)ccc1Cl,.,-24,-3,.,6,-1,11,.,i,4
COc1ccc(-n2nc(C(=O)NCC(=O)NCc3ccc(F)cc3)c3ccccc3c2=O)cc1,9,13,1,2,4,-2,24,4,i,28
CCOC(=O)N1CCN(C(=O)c2c(-c3ccccc3Cl)noc2C)CC1,-7,6,1,-5,-5,3,20,3,i,12
CCn1c2ccccc2c2cc(/C=N/NC(=O)c3ccccc3C)ccc21,4,0,0,-1,-9,5,-9,-17,i,7
S=C(NCc1cccs1)Nc1ccc(Cl)cc1,0,-29,2,-2,1,2,-33,11,i,8
O=C(Nc1ccc(NC(=O)c2ccc(S(=O)(=O)c3ccccc3)cc2)cc1)c1ccccc1,3,-4,-4,3,-8,-3,19,3,i,6
CNC(=O)CCC(=O)Nc1ccc(C(=O)OC)cc1,-3,12,0,-1,-7,3,-2,-2,i,10
O=C(COc1ccc2c(c1)CCC2)N1CCc2ccccc21,0,-123,-7,-3,38,-1,31,-65,i,50
CCN1CCN(C(=O)c2cc3c(=O)n4ccccc4nc3s2)CC1,2,-5,1,-4,3,1,0,-24,i,4

# Ordered by value in aSyn UTR inh (largest number first): 7 of the compounds above
Compound | aSyn UTR inh
Cc1ccc(OCC(=O)NNC(=O)c2cc(C)[nH]n2)cc1 | 10
O=C(Nc1ccc(NC(=O)c2ccc(S(=O)(=O)c3ccccc3)cc2)cc1)c1ccccc1 | -4
Cc1ccc(CNC(=O)c2ccccc2NC(=O)CN2CCN(C)CC2)cc1 | -6
COc1ccc(C(C)=O)c(OC(=O)c2ccco2)c1 | -13
O=C(NCCC1=CCCCC1)c1cc(S(=O)(=O)N2CCCCC2)ccc1Cl | -24
O=C(NC(=S)N1CCc2ccccc21)c1ccccc1Br | -38
COC(=O)c1sc(NC(=S)NC(=O)c2ccccc2C)nc1C | -93

# The list goes on:
SMILES,IEC-6 tox,aSyn UTR inh,GSK3A inh,HSP90 inh,HSF1 inh,GSK3B inh,AI-2 QS mod,KLF5 inh,PolyA inhibitor,HSF1 activator
O=C1CCC/C(=N/NC(=O)c2sc3ccccc3c2Cl)C1,5,-90,3,1,5,-2,8,-10,i,18
CC1CCCC(C)N1C(=O)CSc1ccc(-c2ccc3c(c2)OCCO3)nn1 (centres undefined),4,-54,-3,-2,-88*,-4,13,-19,i,-91
COc1ccc(CC(=O)NCC2CCCCC2)cc1OC,-8,7,-3,3,-9,-3,19,-38,i,-2
COc1ccc(C(=O)C2CCCN(Cc3ccc(C#CCCO)cc3)C2)cc1F (centres undefined),2,17,-2,-2,.,-2,12,5,i,.
CCOC(=O)c1c(C)[nH]c(C)c1C(=O)COC(=O)c1ccc(S(=O)(=O)N(CC)CC)cc1,3,-13,4,-1,1,1,19,3,i,8
FC(F)(F)c1cnc(Sc2nnc(-c3cccs3)n2CC2CCCO2)c(Cl)c1 (centres undefined),25*,0,-4,1,-5,3,23,-47,i,19

# This is a subset; the hit share may differ from the screen's.
